Source: PubChem BioAssay (several laboratories)
M18AAP inhibitor: PfM18AAP inhibitors, malaria aminopeptidase, primary screen, biochemical, QFRET, recombinant enzyme. M18 aspartyl aminopeptidase (Plasmodium falciparum 3D7). H-Glu-NHMec fluorogenic cleavage. inhibition, % at 7.35 µM. 1.2% of 290,000 active. AID 1822, 2009;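 active means inhibition above the campaign mean inhibition over all tested compounds plus 3 SD, cut at about 28% in these data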;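 further: 0% = plate median of test compound wells and 100% = 2 mM ZnCl2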
p-CIP stab down: p/CIP-EGFP fusion destabilizers, primary screen, fluorescence, F442A cells. Q05BA5. decrease of EGFP signal, % at 10 µM. 16 h. 0.01% of 290,000 active;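 active means EGFP signal decrease of at least 30% at 10 µM or well 3 SD below plate mean, unless failing retest; inactive means the rest, including hits failing retest or dose response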; further: some compounds called inactive have numbers as strong as hits; many of its hits are not listed in these tables
MEKK2 mut-MEK5: MEK5 binding signal on mutant MEKK2 PB1, primary screen, biochemical, multiplex bead flow cytometry, Alexa488-MEK5 | 0.35% of 290,000 active | percent response, % at 10 µM | AID 1530, 2009 | Alexa488-MEK5 binding to MEKK2 mutant; in the data active means percent response above about 24%, passing the limit was not always enough; further: inactives centre near 1; some results filed as inactive read as strong as hits; reference of the scale not given here
SUMO HTRF inh: inhibitors of in vitro SUMOylation cascade, primary screen, biochemical, HTRF, uHTS | 0.36% of 290,000 active | SUMO-conjugating enzyme UBC9 (Homo sapiens), P63279 | HTRF SUMOylation assay, SAE1/SAE2 + UBC9 | AID 2006, 2009 | inhibition, % at 35 µM; in the data active means inhibition above about 50%, passing the limit was not always enough; further: strong numbers were not always called active
IDE act: human IDE activators in live cells, primary screen, fluorescence polarization, HEK cells, FAbeta-B substrate; FAbeta-B cleavage; 0% vehicle, 100% cell-free pure enzyme wells; 0.073% of 340,000 active; activation, % at 5.96 µM; Insulin-degrading enzyme (Homo sapiens), P14735;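 active means activation above the mean of all tested compounds plus 3 SD, set per screening campaign, cut at about 17% in these data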
Target sequence (P14735 whole entry, looked up): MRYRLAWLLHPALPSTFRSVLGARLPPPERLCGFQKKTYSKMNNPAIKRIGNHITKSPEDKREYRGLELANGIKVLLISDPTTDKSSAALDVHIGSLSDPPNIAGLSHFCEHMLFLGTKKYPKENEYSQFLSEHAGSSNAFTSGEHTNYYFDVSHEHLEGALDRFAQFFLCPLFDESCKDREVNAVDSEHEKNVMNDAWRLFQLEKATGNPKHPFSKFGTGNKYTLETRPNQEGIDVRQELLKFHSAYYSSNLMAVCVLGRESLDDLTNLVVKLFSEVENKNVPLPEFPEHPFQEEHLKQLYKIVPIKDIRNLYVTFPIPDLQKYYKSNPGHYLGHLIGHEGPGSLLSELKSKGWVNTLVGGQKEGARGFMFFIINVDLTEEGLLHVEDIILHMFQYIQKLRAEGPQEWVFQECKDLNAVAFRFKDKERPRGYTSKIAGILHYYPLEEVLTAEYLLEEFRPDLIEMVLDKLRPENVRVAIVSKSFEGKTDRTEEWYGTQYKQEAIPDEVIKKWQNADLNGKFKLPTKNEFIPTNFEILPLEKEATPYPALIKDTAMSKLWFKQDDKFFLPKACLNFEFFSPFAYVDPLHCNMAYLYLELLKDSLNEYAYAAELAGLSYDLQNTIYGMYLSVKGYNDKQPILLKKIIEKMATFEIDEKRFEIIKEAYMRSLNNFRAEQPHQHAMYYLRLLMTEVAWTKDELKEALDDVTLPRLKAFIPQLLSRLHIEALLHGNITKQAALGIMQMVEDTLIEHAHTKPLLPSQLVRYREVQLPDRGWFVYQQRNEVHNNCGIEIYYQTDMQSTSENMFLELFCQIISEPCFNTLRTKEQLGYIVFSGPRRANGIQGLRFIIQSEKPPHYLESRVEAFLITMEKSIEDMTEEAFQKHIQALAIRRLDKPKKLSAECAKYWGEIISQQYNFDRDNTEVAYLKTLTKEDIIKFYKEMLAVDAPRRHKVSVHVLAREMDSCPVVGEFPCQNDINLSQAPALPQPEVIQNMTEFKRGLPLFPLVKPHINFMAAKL
MEKK2 WT-MEK5: modulators of MEK5 binding to wildtype MEKK2, primary screen, biochemical, multiplex bead flow cytometry, Alexa488-MEK5. 1.1% of 290,000 active. binding response (% of control), % at 10 µM. Alexa488-MEK5 binding to MEKK2 WT; actives lie on both sides. AID 1531, 2009. Mitogen-activated protein kinase kinase kinase 2 (Homo sapiens), Q9Y2U5; in the data active means binding response below about 67% or above about 130%
NALP1 yeast inh: NALP1 inflammasome inhibitors in reconstituted yeast, colorimetric, S. cerevisiae, triplicate retest. S. cerevisiae NALP1/ASC/caspase-1 growth, X-gal OD620, 72 h. inhibition, % at 10 µM. 0.61% of 280,000 active. AID 2071, 2009; in the data active means inhibition mostly above about 24%, no sharp cut-off; inactive means mostly below about 32%; further: some compounds called inactive have numbers as strong as hits
IDE inh: human IDE inhibitors in live cells, primary screen, fluorescence polarization, HEK cells, FAbetaB substrate; Insulin-degrading enzyme (Homo sapiens), P14735; FAbetaB cleavage; inhibition, % at 5.59 µM; 0.41% of 320,000 active; AID 434962, 2010;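 active means percent inhibition above the average of all tested compounds plus 3 SD, set per screening campaign, cut at about 16% in these data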;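 further: IDE supplied by intact live HEK cells; FP after avidin binding of uncleaved biotin substrate so inhibition keeps polarization high; 0% = DMSO wells and 100% = 60 µM reference IDE inhibitor Ii1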
MEKK3 PB1 HTS: modulators of MEKK3-MEK5 PB1 binding, primary screen, biochemical, wildtype MEKK3, multiplex bead flow cytometry, Alexa488-MEK5. Mitogen-activated protein kinase kinase kinase 3 (Homo sapiens), Q99759. bead-based flow cytometry, Alexa488-MEK5 binding to MEKK3; actives lie on both sides; 0 = blocked by unlabeled MEK5, 100 = vehicle. binding response (% of control), % at 10 µM. 1.4% of 290,000 active;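 active means binding response more than 3 SD above or below the average of its plate-row segment, actives on both sides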;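 further: Alexa488 bead fluorescence after subtracting the streptavidin-only scavenger bead signal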
Numbers without * were called inactive; . = not tested or not shown. This is a subset. The share of hits here may be higher or lower than overall.

SUMO HTRF inh	IDE inh	MEKK2 mut-MEK5	NALP1 yeast inh	M18AAP inhibitor	p-CIP stab down	IDE act	MEKK3 PB1 HTS	MEKK2 WT-MEK5	compound
1	-1	0	-2	2	-4	0	102	102	CCCC(=O)c1ccc(N2CCN(C(=O)OCC)CC2)c(F)c1
-20	-1	-1	19	2	12	0	108	96	COc1ccc(-c2csc(N(CC3CCCO3)C(=O)c3ccccc3)n2)cc1 (stereo unspecified)
-6	2	12	32*	-6	-4	-5	102	103	CCC(=O)OCC(=O)c1c(N)n(Cc2ccccc2)c(=O)n(C)c1=O
-21	-1	-2	-7	-1	10	1	95	98	Cc1ccc(SCC(=O)Nc2cccc(NC(=O)c3ccco3)c2)cc1
-1	0	2	25	6	-2	3	101	102	O=C(CSc1ccccc1)Nc1ccc(N2CCOCC2)cc1
15	1	0	15	-4	-4	4	101	99	COc1ccccc1C(=O)Nc1ccccc1C(=O)N1C(C)CCCC1C (stereo unspecified)
35	3	-1	9	5	-8	4	97	99	Cc1cc2oc(=O)c3c(c2cc1OCc1nn[nH]n1)CCCC3
-30	1	.	-5	-7	-18	-3	.	.	C=CCn1c(SCc2csc(C)n2)nc2sc3c(c2c1=O)CCCC3

Some entries already given with just p-CIP stab down, MEKK2 mut-MEK5 and IDE act:
canonical_smiles,p-CIP stab down,MEKK2 mut-MEK5,IDE act
Cc1cc2oc(=O)c3c(c2cc1OCc1nn[nH]n1)CCCC3,-8,-1,4
C=CCn1c(SCc2csc(C)n2)nc2sc3c(c2c1=O)CCCC3,-18,.,-3
O=C(CSc1ccccc1)Nc1ccc(N2CCOCC2)cc1,-2,2,3
CCC(=O)OCC(=O)c1c(N)n(Cc2ccccc2)c(=O)n(C)c1=O,-4,12,-5
CCCC(=O)c1ccc(N2CCN(C(=O)OCC)CC2)c(F)c1,-4,0,0

Continued.
SUMO HTRF inh	IDE inh	MEKK2 mut-MEK5	NALP1 yeast inh	M18AAP inhibitor	p-CIP stab down	IDE act	MEKK3 PB1 HTS	MEKK2 WT-MEK5	compound
5	-1	-1	4	0	-21	2	101	103	COc1ccccc1NC(=O)CCCc1nnc2n(C)c(=O)c3sccc3n12
-4	2	8	0	8	-24	1	110	105	COC(=O)c1ccc(NC(=S)N2CCN(Cc3ccccc3Cl)CC2)cc1
9	0	.	41	2	-6	5	.	.	COc1cc(C(=O)NNC(=O)NC2CCCCC2)cc(OC)c1OC
-1	2	-2	-7	3	-7	3	113	107	COc1ccc(NC(=O)Nc2sc(NS(=O)(=O)c3ccccc3)nc2C)cc1
25	-3	7	.	-13	-10	-2	99	103	CCOC(=O)c1nc2ccccc2c(C)c1C
5	1	-2	-20	2	-2	3	104	96	Cc1ccc2nc(N3CCOCC3)c(C=O)c(=O)n2c1
.	4	3	2	-8	-12	2	101	105	CC(C)(O)C#Cc1ccc(C(=O)N2CCCC(CNS(=O)(=O)c3cccs3)C2)o1 (stereo unspecified)
0	8	3	5	8	0	-7	100	101	COc1nc(NCC(C)C)nc(Oc2ccc(OCc3ccccc3)nn2)n1
-2	-1	5	27	-3	-4	3	106	106	CC1=C(C(=O)NCc2ccc3c(c2)OCO3)C2(CCC(C)CC2)OC1=O (stereo unspecified)
-15	-2	-2	2	25	4	4	104	99	O=C(NNC(=O)c1cc2ccccc2cc1O)Nc1ccc(Br)cc1
-5	1	1	-23	4	10	5	142*	105	O=C(NCc1ccccc1)c1ccc(N2C(=O)C3CCCCC3C2=O)cc1 (stereo unspecified)
-12	-3	-6	0	-1	4	5	101	98	Cc1cccc(S(=O)(=O)NCCc2cn3ccccc3n2)c1
15	3	4	12	-2	3	-3	103	113	Cc1cc(Cl)cc(C)c1OCCCCCn1ccnc1
-7	3	9	33	8	12	4	103	100	O=[N+]([O-])c1ccc(OC/C=C2\Oc3ccc([N+](=O)[O-])cc3C2N2CCOCC2)cc1 (stereo unspecified)
.	0	-17	4	8	-8	2	92	86	S=c1[nH]nc(-c2cc(-c3ccccc3)n[nH]2)n1/N=C/c1cccc(Cl)c1
0	6	9	25	-5	-1	1	96	107	O=C(N/N=C/c1cccc([N+](=O)[O-])c1)C1CC1c1ccccc1 (stereo unspecified)
8	3	1	-6	14	-1	-3	97	99	CCOC(=O)Cc1csc(NC(NC(=O)OCC)(C(F)(F)F)C(F)(F)F)n1
82	-3	-1	14	17	-14	-4	99	101	O=[N+]([O-])c1cc2c(cc1/C=N/n1c(-c3ccccn3)n[nH]c1=S)OCO2
3	-2	2	28	23	-2	-3	101	105	CC(C)c1ccc(N(C(=O)c2csnn2)C(C(=O)NC(C)(C)C)c2ccncc2)cc1 (stereo unspecified)
18	0	-1	15	13	4	10	98	93	COc1ccc(C2C3=C(CC(C)(C)CC3=O)N(CCN3CCOCC3)C3=C2C(=O)CC(C)(C)C3)cc1
7	-1	2	37	-14	-1	3	100	103	O=S(=O)(c1ccc(OCC(O)CN2CCN(c3ccccc3)CC2)cc1)N1CCOCC1 (stereo unspecified)
3	2	-4	2	1	-9	1	101	101	CSCCC1NC2(C(=O)Nc3c(Cl)cccc32)[C@@H]2C(=O)N(C3CCCC3)C(=O)[C@H]12 (stereo partly specified)
3	2	1	13	-17	-13	1	100	107	O=C(O)C(Cc1c[nH]c2ccccc12)NS(=O)(=O)c1cccc(Cl)c1Cl (stereo unspecified)
1	0	9	4	0	2	5	100	104	CCOc1ccc(C2NC(=O)c3ccccc3O2)cc1OCC (stereo unspecified)
14	.	6	-3	12	-10	5	101	109	O=[N+]([O-])c1ccc(N2CCN(Cc3ccc([N+](=O)[O-])o3)CC2)cc1
8	2	-8	-14	1	19	8	99	92	CC(C)(C)NC(=O)c1ccc2c(c1)N(CC(=O)N1CCN(c3ccc(F)cc3)CC1)C(=O)C(C)(C)O2
23	-2	-1	7	5	-3	3	99	96	COC(=O)/C(=C\C(=O)c1ccccc1)Nc1cccc(C(F)(F)F)c1
-4	4	-2	-5	2	-21	-2	101	97	CC(=O)c1ccc(OCc2ncc(C(F)(F)F)cc2Cl)cc1
0	-6	-7	-12	-1	-2	7	97	96	CCc1ccccc1S(=O)(=O)Cc1ccc(C(=O)NCC2CCCO2)o1 (stereo unspecified)
-9	1	4	-1	-3	-6	3	103	103	C#CCOC(=O)c1ccccc1C(=O)N(CC)CC
15	1	-6	1	2	-17	1	97	96	Cc1nc2cc(NC(=O)Nc3cccc4ccccc34)ccc2n1C
15	0	5	4	3	-11	1	103	105	CC(=O)c1ccc(N/C=C/C(=O)c2ccc(Br)cc2)cc1
-10	0	-2	19	4	1	1	95	99	CC(=C/c1ccccc1)/C=N/Nc1nc(N2CCCCC2)nc(N2CCCCC2)n1
21	5	7	10	-10	0	2	104	97	Cc1cccc(-n2ncc(C#N)c2N)c1
5	-1	-3	-9	-7	2	3	103	98	CC(C)(C)NC(=O)NC(=O)COC(=O)CNC(=O)c1cc(Cl)cc([N+](=O)[O-])c1
-12	10	13	27	0	-3	3	102	90	O=C(CSc1ccccc1)Nc1cccc(S(=O)(=O)N2CCCC2)c1
-5	4	-1	49	-8	-2	2	94	94	C=C(C)C1CC=C(C)/C(=N/NC(=O)c2ccoc2C)C1 (stereo unspecified)
-9	-2	1	6	-2	-16	6	101	109	Cc1ccc([N+](=O)[O-])cc1N(CC(=O)Nc1ccc(S(=O)(=O)Nc2cccc(C(F)(F)F)c2)cc1)S(C)(=O)=O
5	4	3	5	-14	3	4	102	106	CC1Cc2ccccc2N1C(=O)CN1CCN(Cc2ccccc2)CC1 (stereo unspecified)
6	2	2	15	3	-11	1	99	98	COc1ccccc1CNC(=O)CCNS(=O)(=O)c1cccc2nonc12
8	-6	-3	-3	-7	1	4	98	94	CCOC(=O)C1(CC2CCCCO2)CCN(C(=O)Nc2ccc(SC)cc2)CC1 (stereo unspecified)
22	2	0	21	0	-5	4	117	104	CCCNC(=O)c1ccc(Cn2c(=S)[nH]c3c([nH]c4ccc(OC)cc43)c2=O)cc1
-16	-8	24	24	-4	3	5	105	120	CC12COC3(C(N)=O)CC1CCC32C (stereo unspecified)
-32	-1	2	-13	-2	-10	4	108	119	Cc1cc(NC(=O)Nc2ccc(Cl)c(Cl)c2)n(-c2ccccc2)n1
36	-4	-13	.	-3	0	-1	95	89	Cc1cc(C(=O)O)ccc1-c1ccc(/C=C2\NC(=O)N(Cc3ccc(F)cc3)C2=O)o1
7	-5	25*	12	2	-3	-2	125*	124	O=C(NNC1=C(C(=O)C(F)(F)F)CCC1)c1ccc(Br)cc1
5	-4	7	8	4	-8	0	102	128	O=C(COc1ccccc1CNCc1ccccc1)Nc1ccccc1
-14	3	.	2	8	-8	-2	.	.	O=C(O/N=C\c1ccc(N2CCOCC2)c([N+](=O)[O-])c1)c1ccccc1Cl
11	4	-4	-2	4	-4	5	97	97	CN(CC(=O)NC1CCN(Cc2ccccc2)CC1)S(=O)(=O)c1ccc2c(c1)c(=O)n(C)c(=O)n2C
4	4	1	9	-2	-5	0	102	101	Cc1nn(CCCC(=O)NCc2ccccc2)c(=O)c2nccn12
6	2	-2	-14	-4	-7	3	96	93	Cc1cccc(N2C(=O)C(O)=C(C(=O)c3cccs3)C2c2ccccc2)n1 (stereo unspecified)
1	2	9	-4	-5	1	4	102	104	Cc1ccccc1N1CC(C(=O)Nc2ccc(S(=O)(=O)NCC3CCCO3)cc2)CC1=O (stereo unspecified)
-8	3	0	26	9	-13	4	101	91	O=C1CSC(c2ccccc2)N1CC12CC3CC(CC(O)(C3)C1)C2 (stereo unspecified)
-4	3	-1	5	-5	4	3	116	106	Cc1nn(-c2ccccc2)c(=O)c2ccccc12
4	8	-1	-9	-11	11	0	97	101	CCNc1nc(NCC)nc(N/N=C/c2ccc(Br)cc2)n1
-23	2	2	32	-3	-10	3	161*	108	COC(=O)c1c(NC(=O)CN(c2ccccc2)S(C)(=O)=O)sc2c1CCCC2

The list continues.
SUMO HTRF inh	IDE inh	MEKK2 mut-MEK5	NALP1 yeast inh	M18AAP inhibitor	p-CIP stab down	IDE act	MEKK3 PB1 HTS	MEKK2 WT-MEK5	compound
0	2	6	-12	1	-7	3	105	103	Cc1ccc(NC(=O)Cc2c(O)c3ccccc3[nH]c2=O)c(C)c1
16	-1	-1	0	10	4	1	101	98	COC(=O)CSc1nc2nc(C)c(Br)cc2[nH]1
7	-7	1	-24	1	4	3	107	103	Cc1c(-n2cccc2C=O)cccc1[N+](=O)[O-]
-2	1	4	-1	0	-9	2	102	97	CCCC(=O)NCC(c1cccs1)S(=O)(=O)c1ccc(Cl)cc1 (stereo unspecified)
5	-3	3	3	-3	-18	7	117	103	COc1ccc(CNc2ccc(C)cc2)cc1Br
-6	-3	-13	15	2	5	3	97	87	CC(C)C(NC(=O)c1ccccc1)C(=O)NCC(c1ccccc1)N(C)C (stereo unspecified)
-6	5	-13	24	-5	1	-1	87	90	COc1ccc(NC(=O)CSc2nnc(Cc3cccn3C)n2-c2ccc(F)cc2)cc1OC
15	-6	0	20	1	-1	2	104	102	CCOC(=O)Cn1c2c(c(=N)c3ccccc31)CCC2
